Bioassay records: PubChem BioAssay, several laboratories
ABCB6 inh 2: ABCB6 transporter inhibitors, primary screen, K562-ABCB6 cells, flow cytometry, MLPCN library; K562-ABCB6 porphyrin accumulation, 1 h; hits give low values; fluorescence ratio to DMSO, % at 10 µM; ATP-binding cassette sub-family B member 6 (Homo sapiens), Q9NP58; 360,000 compounds, 0.19% hits;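 active = fluorescence ratio to DMSO below 75%, the collection mean minus 3 SD; inconclusive = too few cells collected in the well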;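 also: signal is porphyrin accumulated inside mitochondria; 100% equals median channel fluorescence of DMSO control wells; lower ratio means ABCB6 inhibition with less porphyrin fluorescence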
MC4R ag barr: MC4R agonists recruiting beta-arrestin, primary screen, cell-based, luminescence, agonist arm of biased-ligand search; Melanocortin receptor 4 (Homo sapiens), P32245; U2OS MC4R beta-arrestin complementation; percent of melanotan II response, DMSO zero; activation, % at 8.9 µM; 360,000 compounds, 0.98% hits; AID 540308, 2011;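 active = activation above a per-plate cutoff, the mean activation of sample wells on that plate plus 3 SD, cut at about 8% in these data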
Target sequence (P32245 whole entry, looked up): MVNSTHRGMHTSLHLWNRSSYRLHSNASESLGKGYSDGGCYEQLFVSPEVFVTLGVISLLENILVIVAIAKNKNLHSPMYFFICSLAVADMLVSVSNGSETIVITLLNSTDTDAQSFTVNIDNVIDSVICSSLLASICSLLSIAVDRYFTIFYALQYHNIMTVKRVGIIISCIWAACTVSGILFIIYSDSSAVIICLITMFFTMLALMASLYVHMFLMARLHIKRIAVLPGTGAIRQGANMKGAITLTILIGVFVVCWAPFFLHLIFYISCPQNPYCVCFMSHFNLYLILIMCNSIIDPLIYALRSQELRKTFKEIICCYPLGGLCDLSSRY
CaV13 ICDI inh: Disruptors of the CACNA1D IQ motif to Ca2+-dependent inactivation inhibitor domain association, primary screening, Förster resonance energy transfer in intact living …. HEK cells, CFP/YFP FRET ICDI-IQ, plate reader, 10 min; percent FRET-ratio fall versus neutral wells. inhibition, % at 12.3 µM. 340,000 compounds, 0.098% hits. AID 743397;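 active = mean replicate inhibition of at least 30% and at least 1% of replicates passing that level; inconclusive = only one of the two criteria is met; inactive = neither criterion is met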;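 also: 0% = median of the neutral control wells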
MC4R antag cAMP: MC4R antagonists of cAMP signaling, primary screen, cell-based, TR-FRET, antagonist arm of biased-ligand search; Melanocortin receptor 4 (Homo sapiens), P32245; 360,000 compounds, 0.48% hits; inhibition, % at 6.5 µM; MC4R-expressing cells, MTII-stimulated cAMP, LANCE TR-FRET;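 active = inhibition above its plate's cutoff, the mean of tested wells on that plate plus 3 SD, cut at about 29% in these data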;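 also: 0% = Melanotan II alone and 100% = Melanotan II plus saturating MCL0020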
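Material: human MC4R-expressing U2OS cells. Probe or stimulus: Melanotan II challenge. Dosing: 6.5 µM single dose. Times: 30-min compound, 1-h challenge, 1-h detection, room temperature. Technique: TR-FRET with Eu-cAMP and labeled anti-cAMP, 671 nm. Replication: singlicate.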
Vif imaging: HIV Vif self-association inhibitors, primary screen, imaging, HEK293T, single point. inhibition, % at 7.49 µM. AID 602346, 2012. HEK293T cells, Vif self-association by quenched fluorescence, 24 h. 340,000 compounds, 0.35% hits; in the data active = inhibition above about 50%, passing the limit was not always enough; inconclusive = no clear call, values can overlap the other calls; inactive = below about 31%; also: some results filed as inactive read as strong as hits
PDI turbidity: inhibitors of human PDI, primary screen, biochemical, turbidity, single point, plate reader. 350,000 compounds, 0.052% hits. PDI insulin aggregation turbidity, A650, 90 min. inhibition, % at 10 µM;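 active = mean inhibition across replicates of 30% or more, whatever share of single replicates reach that level; inconclusive = mean inhibition below 30% while every single replicate reaches 30%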;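 also: absorbance from insulin aggregation driven by PDI reduction with DTT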
aDG glyco up: activators of alpha-DG glycosylation, primary screen, uHTS, Pro5-aDG cells, AlphaScreen | alpha-DG glycosylation AlphaScreen (IIH6); 0% Pro5, 100% B10-LARGE cell signal | activation, % at 10 µM | 360,000 compounds, 0.22% hits;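 active = activation of at least 8% versus controls, or a plate z-score of at least 8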;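 also: Pro5 are CHO cells carrying HIG-tagged alpha-DG that lacks glycosylation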
m5-HT2A agonist: mouse Htr2a agonists via beta-arrestin recruitment, primary screen, cell-based, luminescence | CHO-K1 mHTR2A beta-arrestin complementation; percent of 30 µM serotonin response | activation, % at 7.6 µM | 360,000 compounds, 0.66% hits | AID 624169, 2012;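 active = activation above a run cutoff, the mean activation of all tested compounds plus 3 SD, cut at about 14% in these data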;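 also: 0% = plate median of compound wells and 100% = 30 µM serotonin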
Target sequence (P35363 whole entry, looked up): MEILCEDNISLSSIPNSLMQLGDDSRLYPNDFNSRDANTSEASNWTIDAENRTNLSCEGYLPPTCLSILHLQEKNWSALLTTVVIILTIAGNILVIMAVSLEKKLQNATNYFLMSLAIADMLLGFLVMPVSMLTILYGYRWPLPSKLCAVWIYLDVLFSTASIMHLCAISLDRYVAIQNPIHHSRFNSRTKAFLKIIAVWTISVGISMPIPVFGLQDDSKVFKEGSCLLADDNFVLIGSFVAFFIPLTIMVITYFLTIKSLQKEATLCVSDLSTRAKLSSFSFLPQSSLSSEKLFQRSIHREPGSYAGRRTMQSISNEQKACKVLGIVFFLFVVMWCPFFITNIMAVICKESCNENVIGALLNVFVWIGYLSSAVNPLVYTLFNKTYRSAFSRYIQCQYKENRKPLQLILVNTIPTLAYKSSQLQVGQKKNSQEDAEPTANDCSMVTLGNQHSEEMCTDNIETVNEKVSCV
Cardio protect: cardioprotection against H2O2-induced cell death, primary screen, uHTS, H9c2 cells, ATPLite luminescence | H9c2 cardiomyocytes, H2O2 injury protection, 2 h | protection from H2O2 cell death, % at 20 µM | 360,000 compounds, 0.63% hits | AID 588492, 2011;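 active = compounds giving at least 50% protection of heart cells from peroxide-induced death in the single-dose screen, raw or plate-pattern-corrected value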;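 also: 0% = DMSO wells with peroxide and 100% = DMSO wells without peroxide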
Glyco luc inh: increase of ERlucT glycosylation luciferase signal, primary screen, N-linked glycosylation inhibitor project, D54 ERlucT cells, luminescence, set 2. D54 ERlucT glycosylation luciferase reporter, 24 h; percent of 100 nM tunicamycin response. AID 588692, 2011. 360,000 compounds, 0.23% hits. reporter increase, % at 12.5 µM;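 active = mean luciferase reporter signal, scaled so untreated is 0 and the glycosylation-blocking control 100, at or above a set limit in every replicate; inconclusive = mean reaches the limit but not every replicate does; inactive = mean below the limit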;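 also: luciferase carries N-glycosylation sites so blocking glycosylation raises the light; 0% = median of neutral control wells and 100% = median of 100 nM tunicamycin wells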
The depositor's hits bear a star; ? = inconclusive; . = not tested or not shown.

SMILES	ABCB6 inh 2	MC4R ag barr	CaV13 ICDI inh	MC4R antag cAMP	Vif imaging	PDI turbidity	aDG glyco up	m5-HT2A agonist	Cardio protect	Glyco luc inh
CCC(=O)c1ccc(OC(=O)/C=C/c2cc(OC)c(OC)c(OC)c2)cc1	88	-1.8	-2	9	9	16	0.1	3	0	3
CC(=O)c1cccc(NC(=S)NC2CC2)c1	90	-2.6	-3	-2	3	-2	-0.1	0	0	1
CC(C)C(=O)N1CCCCCCN1C(=O)C(C)C	99	0.8	-16	-3	3	5	-0.3	-2	3	-1
COc1cc(F)ccc1-c1csc(C(O)c2ccc(F)c(F)c2)n1 (stereo not drawn)	96	6.2	-2	-3	0	-33	0.1	0	-6	-4
O=C(NCCc1ccccc1)c1cnn2c(C(F)F)cc(C3CC3)nc12	107	-0.5	-2	-16	-3	-2	-0.2	3	-11	1
CC1(C2CC2)NC(=O)N(CC(=O)Nc2ccc(Cl)c([N+](=O)[O-])c2)C1=O (stereo not drawn)	93	-4.5	-3	13	-3	-5	0.2	-2	8	0
CCN(CC(=O)NCc1cccs1)C(=O)c1cccc(S(=O)(=O)NCc2ccccc2)c1	95	-3.6	-15	14	-1	-12	-0.1	4	-4	0
COc1ccc(-c2cnc3c(NC(C)=O)cc(-c4cccc(C(=O)NCCO)c4)cn23)cc1OC	92	2.9	-10	-2	-8	4	-0.3	1	39	0
Cc1cc(Br)ccc1NC(=O)c1ccco1	99	-0.6	-6	12	-8	-1	0.0	2	8	-1
Cc1ccc(C(=O)NCCc2ccc(S(N)(=O)=O)cc2)cc1[N+](=O)[O-]	108	-0.5	1	22	.	18	-0.4	0	9	-2
Cc1nn(C)c(C)c1S(=O)(=O)N1CCCC(C(=O)N2CCN(c3ccc(Cl)cc3)CC2)C1 (stereo not drawn)	94	-2.6	-4	4	-49	0	1.3	-3	-22	-1
CCN(C(=O)Cc1c(C(=O)O)n(C)c2ccccc12)c1cc(OC)ccc1OC	98	-0.7	-4	15	-30	-3	0.0	-3	9	-1
COc1ccc(NC(C)=O)cc1NC(=O)c1cccc(C(F)(F)F)c1	94	-1.5	0	0	-3	0	-0.3	-4	0	1
O=C(/C=C/c1ccc(Cl)cc1)N(Cc1ccccc1)c1ccccn1	100	1.0	1	1	1	2	-0.1	-3	-9	-3
Cc1cccc(COc2ccc(S(=O)(=O)N3CCOCC3)cc2[N+](=O)[O-])c1	96	-2.1	-5	-1	-4	5	-0.1	-8	-4	0
CSc1ncccc1C(=O)OCC(=O)Nc1ccc2c(c1)CCC2	94	-0.2	-6	-3	4	4	-0.1	2	-15	-1
COc1cccc(C=Nc2cc(C)on2)c1O	90	-1.1	-4	4	4	-5	0.2	0	15	2
COc1cccc(CN2CCNC(=O)C2CC(=O)NCCc2cccc(C)n2)c1OC (stereo not drawn)	101	-2.9	-18	13	-6	15	-0.2	4	4	2
CC(Cc1ccccc1)=NNc1ccc([N+](=O)[O-])cc1[N+](=O)[O-]	90	0.3	-9	0	5	7	1.3	1	-16	-1
CN(Cc1ccccc1)S(=O)(=O)c1ccc(Cl)nc1	101	-1.8	-5	5	2	10	-0.1	-6	-10	1
CCn1c(C)c(C)c2cc(C(=O)N3CCc4ccccc4C3)ccc21	105	-2.2	-2	-17	1	-10	-0.2	-1	-10	13
O=C1c2ccccc2[C@@H]2CC(O)C(O)CCN12 (stereo partly drawn)	96	-0.6	-11	5	3	-2	-0.1	8	-2	-1
CCOC(=O)c1cc(-c2cccnc2)nn1-c1ccccc1	101	2.3	-4	0	0	-6	0.1	5	1	-5
CCSC1=NCCN1S(=O)(=O)c1ccccc1	100	-0.4	2	13	-2	-5	-0.2	2	8	2
CCCN(Cc1ccccc1)C(=S)Nc1cccc(C)c1C	102	7.9	1	3	10	-7	-0.4	1	-2	2
CCN1C(C)=CC(=O)[C@@H](O)[C@H]1c1ccccc1Br	104	0.1	-9	6	.	0	-0.2	10	4	2
COc1cccc(/C=N/Nc2cc(Cl)nc(C)n2)c1O	89	-2.2	-7	-16	-3	-6	1.7	2	14	-2
Cc1cccc(NC(=O)C2CCN(S(=O)(=O)c3cccc4nsnc34)CC2)n1	93	-1.1	-6	5	-5	-4	0.2	-2	5	-1
Cc1ccc(C(=O)NCC(=O)Nc2ccccc2C(F)(F)F)cc1	103	-1.0	-5	5	7	0	-0.2	3	6	1
CC(=O)Nc1cccc(C(=O)/C=C/c2ccc(N(C)C)cc2)c1	202	1.4	-10	3	7	-15	0.2	-2	-3	-6
Ic1ccc(N2CCN(Cc3c[nH]c4ncccc34)CC2)cc1	92	3.0	-5	1	5	3	0.8	-9	-25	-3
O=C(c1ccc(S(=O)(=O)c2ccccc2)cc1)N1CCc2ccccc2C1	97	-1.7	-5	3	-9	6	-0.2	0	5	-2
Cc1ccccc1NS(=O)(=O)c1ccc2[nH]c(=O)[nH]c2c1	96	-1.0	5	3	6	8	-0.3	-1	9	1
Cc1cc(Cl)ccc1N(CC(=O)NCc1ccc2c(c1)OCO2)S(C)(=O)=O	96	-2.4	-5	8	-4	-3	0.6	-1	-2	-1
CCOC(=O)C1CCCN(C(=O)c2sc(-c3ccccc3)nc2C)CC1 (stereo not drawn)	98	-1.1	-2	18	.	-14	0.3	-1	-2	14
CN(C)NC1CCS(=O)(=O)C1 (stereo not drawn)	97	-1.8	-8	3	2	-2	-0.3	1	2	0
C=CCNC(=O)CSc1nnc(-c2ccccn2)n1Cc1ccccc1	99	1.6	-20	6	4	-6	0.7	2	7	1
COc1ccc(N2CCN(C(CNS(=O)(=O)c3ccc(C)cc3)c3ccccc3)CC2)cc1 (stereo not drawn)	100	2.4	-2	5	4	0	-0.6	2	-12	-5
COC(=O)COc1ccc2oc(=O)cc(C)c2c1	97	-2.7	0	10	-8	-2	0.3	1	12	2
CCOC(=O)c1ccc(-c2ccc(/C=N/NC(=O)c3cncc(Br)c3)o2)cc1	99	-1.8	-5	10	58*	-3	0.0	6	36	-1
O=C(CCCn1cc([N+](=O)[O-])cn1)Nc1cccnc1	97	-1.9	-2	5	8	-4	0.2	4	-2	1
NC(=O)C1CCN(C(=O)c2cc3c(s2)CCCCC3)CC1	101	-1.7	-4	5	18	5	-0.3	-4	10	-1
CCC(=O)NS(=O)(=O)c1ccc(N=NN2CCCCC2)cc1	100	-0.5	-3	3	-13	11	-0.1	-5	0	0
COC(=O)N1C2CCCCC2=NN(c2ccccc2)N1C(=O)OC (stereo not drawn)	90	.	-10	.	0	.	-0.3	-4	5	-2
COc1ccc(OCCOc2ccc(N(C)S(=O)(=O)c3ccccc3)cc2)cc1	102	-0.6	-5	0	?	2	-0.2	4	-18	-1
CCNc1ccc(C(=O)OCC(=O)NC(C)c2ccccc2)cc1[N+](=O)[O-] (stereo not drawn)	97	4.2	-4	-1	16	-11	-0.2	1	-5	5
CC(=C1C(=O)c2ccccc2C1=O)N1CCN(c2ccc(F)cc2)CC1	101	0.2	-4	-5	0	-7	0.8	4	-4	-2
O=C(N[C@@H](Cc1ccccc1)C(=O)Nc1ccc(F)cc1)C1CCNCC1	99	-1.2	-6	15	1	3	0.2	-1	2	2
CNC(=O)c1sc(-c2ccccn2)nc1C	92	-2.0	-5	5	7	5	0.0	6	4	4
COc1ccc2oc(C(=O)NN3C(C)CCCC3C)c(C)c2c1 (stereo not drawn)	99	-0.7	-7	6	-4	11	0.0	-1	4	0
CCCN1CCN(CCCNC(=O)c2ccc3c(=O)n(CCc4ccccc4)c(=O)[nH]c3c2)CC1	96	-2.1	-2	8	-3	9	0.2	-11	4	-8
CCOC(=O)CN1C(=O)N[C@@H](CCc2ccccc2)[C@H](C(=O)OC)[C@H]1C	96	-0.1	-10	1	1	-6	-0.1	0	2	2
COc1cccc(CC(=O)Nc2cccc3ccccc23)c1	99	-0.8	-4	13	-11	6	0.1	-1	1	-3
CC1CCC(NC(=O)COC(=O)CSc2ccc(C(N)=O)cc2[N+](=O)[O-])CC1 (stereo not drawn)	97	1.3	-3	15	-4	0	0.0	9	38	0
Cc1noc(C)c1NC(=O)N(C)C[C@@H]1Oc2ccc(NC(=O)C3CCCCC3)cc2C(=O)N([C@@H](C)CO)C[C@H]1C	92	-1.6	-4	8	-7	1	0.0	0	11	3
COc1ccc(NC2CCCN(C(=O)c3ccc(OC)o3)C2)cc1 (stereo not drawn)	95	-2.9	-6	19	-4	2	-0.4	-4	3	2
CC(=O)Nc1ccc(NC(=O)C(C)OC(=O)CNC(=O)c2ccc(-c3ccccc3)cc2)cc1 (stereo not drawn)	95	1.2	-6	11	7	-5	0.0	6	-7	1
COc1ccc(CNC(=O)N[C@H](C(=O)O)C(C)C)cc1OC	97	-1.0	-1	9	-11	-1	0.0	1	-4	2
CCC(=O)Oc1ccc2c(C)cc(=O)oc2c1C(=O)c1ccccc1	100	0.8	-5	4	-13	7	-0.1	-2	6	-2
O=C(NC1CCCc2ccccc21)c1ccc(Cl)nc1 (stereo not drawn)	99	-1.0	.	2	6	-3	0.0	-4	-4	-2
Later entries.
SMILES	ABCB6 inh 2	MC4R ag barr	CaV13 ICDI inh	MC4R antag cAMP	Vif imaging	PDI turbidity	aDG glyco up	m5-HT2A agonist	Cardio protect	Glyco luc inh
CCc1cccc(NC(=O)CCCN2C(=O)NC(C)(C)C2=O)c1	98	-1.5	-6	4	16	-3	-0.2	0	8	0
Cc1ccn2cc(CSc3ccccc3N)nc2c1	101	1.0	-4	-6	.	-7	0.0	-1	-1	-6
CCOc1ccc(CCNC(=O)c2nccnc2C(=O)O)cc1OCC	95	-1.1	-19	16	6	-1	-0.1	-7	0	1
COCCCC1CCN(Cc2cn[nH]c2-c2cc(OC)c(OC)c(OC)c2)CC1	96	-2.1	-2	11	-4	5	0.2	0	3	6
Cc1ccc(/C=C2\SC(=S)N(C3CCS(=O)(=O)C3)C2=O)cc1 (stereo not drawn)	154	-0.4	-2	-2	-2	-2	0.0	-6	-17	3
